# phage Ecoli inh: E. coli growth loss with phage present; growth absorbance; inhibition, % at 11.9 µM; 360,000 compounds, 0.26% hits; AID 651602; in the data active = inhibition above about 11%
# Ecoli viability: reduces bacterial viability in AddAB counter-screen | inhibition, % at 11.9 µM | AID 449728 | E. coli V3065 growth, OD600 absorbance, 18 h | 330,000 compounds, 0.27% hits;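 active = inhibition above the campaign's mean inhibition across all tested compounds plus 3 SD, cut at about 9.9% in these data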;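 also: uninfected addAB+ strain grown without phage in ampicillin broth; 0% = DMSO wells and 100% = ciprofloxacin 0.95 µg/ml wells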
# AddAB inh: less growth of phage-infected E. coli with AddAB; E. coli expressing H. pylori AddAB, absorbance growth; inhibition, % at 11.9 µM; 330,000 compounds, 0.29% hits; in the data active = inhibition above about 12%;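 also: 0% = vehicle wells of infected cells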
# Arrestin-AP2 inh: inhibitors of human beta-arrestin and AP2 interaction. FITC-arrestin peptide / GST-AP2 beads, flow cytometry; AP2 beta2 appendage carries R879A mutation. inhibition, % at 10 µM. 340,000 compounds, 0.31% hits. AID 504490;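 active = inhibition above a set limit, near 3 SD of compounds lacking own fluorescence, cut at about 54% in these data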;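 also: plate controls were DMSO wells for no effect and 5 µM unlabelled arrestin peptide for full effect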
#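 Material – AP2 appendage R879A on GSH beads · Buffer or medium – PBS with 0.05% Tween 20 and 0.1% BSA · Probe or stimulus – fluorescein-tagged arrestin peptide at 50 nM final · Incubation – compound with beads 12 min RT, then probe 1 h RT · Detection – high-throughput flow cytometry of beads, ex 488, em 535 nm · Evaluation – percent response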
# Tat transport: E. coli Tat transport inhibition | E. coli MC4100 TorA-mCherry Tat export, fluorescence | inhibition, % at 10 µM | 340,000 compounds, 0.036% hits | AID 488895;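 active = mean replicate inhibition at least 50% and at least half of replicates individually reaching 50%; inconclusive = only one of the two criteria met; inactive = neither criterion met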;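 also: exported cargo escapes ClpAP degradation while cytoplasmic cargo is degraded and loses fluorescence; 0% = median of neutral control wells and 100% = median of NaSCN control wells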
# Mot1-301 SUMO: inhibitors of SUMOylation pathway: yeast Mot1-301 growth rescue; S. cerevisiae Mot1-301 growth rescue, ATP luminescence, 38.5C; percent above DMSO median, 100 means doubled; growth rescue, % at 18.8 µM; 320,000 compounds, 1% hits;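 active = every valid replicate shows activation above 250% relative to neutral control wells; inactive = the rest, any valid replicate at or below 250%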;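 also: OY570 slx delta 5 strain wells were the positive control but not used for scaling; some compounds called inactive have numbers as strong as hits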
# PKA-R1A activ: activators of PKA-R1A complex; PKA-R1A dissociation, Cy5-IP20 fluorescence polarization; scaled: DMSO 0%, 113 µM cGMP 100%; 340,000 compounds, 0.083% hits; activation, % at 11.4 µM;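 active = percent activation above the mean of all tested compounds plus 3 SD, cut at about 19% in these data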;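 also: higher means more PKAc released from R1A so a rise in polarization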
# DSG3 Ab inh: human desmoglein-3 autoantibody binding inhibition | DSG3-coupled beads, scFv-anti-DSG3-GFP binding, flow cytometry; hits give low values | 310,000 compounds, 0.48% hits | binding (percent of control), % at 10 µM | AID 588358 | P32926;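 active = binding more than 3 SD below its plate's average and above zero; inconclusive = below that plate limit but binding exactly zero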;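 also: hits lower antibody fragment binding to DSG3; some compounds called inactive have numbers as strong as hits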
# PfHsp90 set2: inhibits growth of yeast expressing Plasmodium falciparum Hsp90; S. cerevisiae expressing PfHsp90, BacTiter-Glo ATP, 48 h; yeast lacking PDR1 and PDR3 efflux regulators; inhibition, % at 9.4 µM; 310,000 compounds, 0.32% hits; AID 504621;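 active = every replicate shows inhibition above about 80%, whatever the replicate mean, limit read from the data; inconclusive = mean inhibition reaches the set limit but some replicate falls short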;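 also: 0% = DMSO neutral controls and 100% = 20 µM radicicol positive controls; yeast relying on Plasmodium falciparum Hsp90 in place of its own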
# OPRM1-OPRD1 ag: OPRM1-OPRD1 heterodimerization agonism | P35372+P41143 | cells, luminescence | activation, % at 9.3 µM | 340,000 compounds, 0.3% hits | AID 504326; in the data active = activation above about 18%;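 also: 0% = vehicle-treated cells and 100% = reference agonist; values of inactives mirror those of a sister screen read the other way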
# Target sequence (P35372 whole entry, looked up): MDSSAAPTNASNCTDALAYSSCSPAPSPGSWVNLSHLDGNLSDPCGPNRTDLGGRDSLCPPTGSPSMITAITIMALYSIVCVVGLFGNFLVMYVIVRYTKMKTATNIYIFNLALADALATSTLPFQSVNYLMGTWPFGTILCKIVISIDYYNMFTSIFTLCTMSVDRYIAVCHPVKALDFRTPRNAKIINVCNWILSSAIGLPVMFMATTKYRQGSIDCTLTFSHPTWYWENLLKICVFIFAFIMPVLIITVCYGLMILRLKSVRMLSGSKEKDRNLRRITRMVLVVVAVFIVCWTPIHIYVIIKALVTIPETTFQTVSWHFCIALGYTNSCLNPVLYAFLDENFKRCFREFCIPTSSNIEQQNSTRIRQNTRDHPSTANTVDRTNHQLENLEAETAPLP
# Target sequence (P41143 whole entry, looked up): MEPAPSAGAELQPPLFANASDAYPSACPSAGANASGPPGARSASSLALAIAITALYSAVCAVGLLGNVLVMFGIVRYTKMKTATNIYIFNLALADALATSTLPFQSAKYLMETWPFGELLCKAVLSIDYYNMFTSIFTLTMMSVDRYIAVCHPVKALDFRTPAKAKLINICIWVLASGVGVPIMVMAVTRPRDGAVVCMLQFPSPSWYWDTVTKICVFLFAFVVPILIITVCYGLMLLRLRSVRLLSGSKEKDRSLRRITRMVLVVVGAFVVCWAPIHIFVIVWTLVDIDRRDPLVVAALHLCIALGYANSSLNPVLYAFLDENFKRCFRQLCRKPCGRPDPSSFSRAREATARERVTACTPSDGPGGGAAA
# MOR-DOR inv ag: mu-delta opioid heterodimer inverse agonism. P35372+P41143. cell-based MOR-DOR heterodimer luminescence. inhibition, % at 9.3 µM. 340,000 compounds, 0.21% hits; in the data active = inhibition above about 22%, passing the limit was not always enough;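 also: 0% = cells with DMSO and 100% = wells without cells with DMSO; values of inactives mirror those of a sister screen read the other way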
# An asterisk follows results filed as active; ? = inconclusive; . = not tested or not shown; & = joins results of further samples.
SMILES,phage Ecoli inh,Ecoli viability,AddAB inh,Arrestin-AP2 inh,Tat transport,Mot1-301 SUMO,PKA-R1A activ,DSG3 Ab inh,PfHsp90 set2,OPRM1-OPRD1 ag,MOR-DOR inv ag
COC(=O)[C@H](Cc1ccc(O)cc1)NC(=O)Cn1cnc2c(OCc3ccccc3)ncnc21,0.4,1.8,-1.5,46,-1,.,-5,97,0,.,.
COc1ccc(C2NC(=S)NC3=C2CCCC3=C2SCCS2)cc1 (stereo unspecified),2.6,0.7,-2.6,23,-5,1,-13,87,9,-4.5,22
COCC(C)OC(=O)c1c(N)n(CC(C)C)c2nc3ccccc3nc12 (stereo unspecified),2.3,-0.7,2.6,3,4,-15,-4,111,25,-11,59*
O=C(CN1CCCc2ccccc21)Nc1cccc(S(=O)(=O)N2CCOCC2)c1,-1.6,.,.,24,3,.,8,255,-3,-1.0,6
CCN(Cc1ccccc1)C(=O)c1ccc(C(=O)N(CC)Cc2ccccc2)cc1,1.9,-0.9,2.1,3,-5,28,3,127,-14,-1.6,8
CCCCNC(=O)Nc1ccccc1CC,1.7,-0.9,2.1,-7,-6,19,-10,92,5,-1.9,10
O=C1OC(c2cccs2)=N/C1=C\c1ccc(-c2ccccc2Cl)o1,-0.1,.,.,-6,4,.,5,112,9,-0.8,5
CCOC(=O)N1CCN(C(=O)C2CCN(C(=O)c3ccc([N+](=O)[O-])cc3)CC2)CC1,0.0,-3.2,2.9,0,3,110,-10,105,8,-3.1,16
O=C(NCCC1CCCCN1S(=O)(=O)c1ccc(F)cc1)C(=O)Nc1ccccc1 (stereo unspecified),2.7,-0.2,1.9,8,-7,-9,3,109,15,-1.2,7
Cc1cc(C)cc(C(=O)Oc2coc(CSc3nnc(NC(=O)C4CC4)s3)cc2=O)c1,1.9,1.2,-1.1,-7,-6,6,8,.,-3,3.1,-16
C/C(=N\NC(=O)CCC(=O)NCc1ccccc1)c1ccc([N+](=O)[O-])cc1,-0.2,0.0,1.1,5,-2,.,2,89,-19,0.0,0
Cc1ccc2nc(C)c3c(c2c1)SCC3,4.6,-0.4,1.1,-4,-3,-13,.,97,16,.,.
Cn1cc(S(=O)(=O)Nc2cccc3ccccc23)c(=O)n(C)c1=O,1.1,0.2,0.3,50,-1,9,3,106,-17,-2.1,11
CC(NC(=O)COC(=O)CSc1ccc(F)cc1)c1ccc(F)cc1 (stereo unspecified),2.6,1.2,0.7,-2,-2,-7,-10,101,1,-1.2,6
CCN(CC)N=Nc1ccc(S(=O)(=O)Nc2nc(C)cc(C)n2)cc1,1.4&3.0,-0.2&0.0,0.4&-1.1,-16&-20,-1&0,451&-7,-6&-2,98&100,-10&-6,-3.7&-2.5,17&12
N#CCCCc1cc2ccccc2cn1,0.9,0.0,6.5,8,-8,8,-1,102,-12,1.6,-8
CCOC(=O)c1cc(-c2cccs2)nn1CCC#N,1.1,-3.0,2.9,8,-7,3,2,81,-4,-2.8,17
COC(=O)c1ccc(Oc2nc(C(N)=O)cc(-c3ccccc3)n2)cc1,3.0,0.2,0.2,-3,6,9,-12,.,-18,0.7,-4
Cc1nc(SCc2ccccc2)c(C(F)(F)F)c(=O)[nH]1,0.8,0.3,3.2,-3,5,.,-3,70,26,-2.7,15
CCCCCCC(=O)Nc1nc(C)c(-c2csc(Nc3cc(Cl)ccc3OC)n2)s1,2.8,0.4,4.6,24,7,24,-3,95,-2,-1.4,6
Nc1ncc(-c2cc3ccccc3oc2=O)s1,1.5,-0.9,0.1,24,-4,-1,4,103,-32,-1.0,6
COc1ccc(-c2nnc(CSc3ncnc4sc5c(c34)CCC5)o2)cc1OC,1.0,.,.,13,4,.,-5,101,-7,0.5,-3
COc1ccc(C(=O)c2ccc(N3CCN(C4CC(=O)NC4=O)CC3)cc2)cc1F (stereo unspecified),0.3,0.4,2.4,-4,6,7,3,111,4,1.0,-4
CN(C)c1ccc(NC(=O)c2cccc([N+](=O)[O-])c2)c2ccccc12,2.2,-0.4,-2.2,0,-10,15,-8,108,10,-0.7,3
CCn1cc(SCC(=O)NCC2CCCO2)c2ccccc21 (stereo unspecified),1.4,0.9,-1.0,0,-2,305,0,94,-3,0.3,-2
NS(=O)(=O)c1cccc(NC(=O)COC(=O)CC2Sc3ccccc3NC2=O)c1 (stereo unspecified),1.3,0.5,2.1,-1,1,-8,-7,94,.,-2.2,11
CCOC(=O)Cn1cnc2c(nnn2-c2ccc(C)cc2)c1=O,4.7,1.5,2.3,0,9,38,-10,98,-5,-2.7,15
COc1ccc(CNC(=O)CN(Cc2ccc(C)cc2)S(=O)(=O)c2ccc(Cl)cc2)cc1,0.0,1.4,1.9,2,2,-8,-17,103,-24,1.2,-6
COCC(=O)N1CCCC(C(=O)c2ccc3c4c(cccc24)CC3)C1 (stereo unspecified),1.7,-1.0,2.0,-1,6,.,-5,103,-6,0.0,0
O=C(NCCCN1CCOCC1)C1CCN(S(=O)(=O)c2ccccc2)CC1,2.7,-2.2,-2.0,-7,-1,-3,-4,100,.,-3.0,16
Cc1cc(C)nc(NC(=O)/C=C/c2ccc3c(c2)OCO3)c1,3.7,-0.3,1.1,5,0,27,7,84,1,-1.8,9
O=C(CSC1CS(=O)(=O)c2cc([N+](=O)[O-])ccc21)NNC(=O)c1ccc(Cl)cc1 (stereo unspecified),-0.7,-5.1,0.2,18,0,-19,-4,107,18,3.9,-20
CN(CC(=O)Nc1ccc(Cl)cc1)C(=O)CCNC(=O)c1ccc(Cl)cc1,1.9,0.3,-0.3,23,-3,13,-5,97,-14,-2.2,9
O=C(NCc1ccco1)c1cc(S(=O)(=O)N2CCCc3ccccc32)ccc1Cl,1.9,0.5,6.1,11,-6,256,9,96,0,0.6,-4
COc1ccc(C)cc1N(C(=O)c1ccco1)C(C(=O)NC1CCCC1)c1ccc(N2CCOCC2)cc1 (stereo unspecified),0.7,-3.1,0.2,9,1,-8,-5,.,9,-1.6,11
CCOc1ccc(NC(=O)C(C)Sc2nnc(C)n2C)cc1 (stereo unspecified),3.2,1.4,3.8,4,2,-3,-4,112,-6,-4.1,21
Cc1cc(=O)[nH]c(SCC(=O)Nc2nonc2C)n1,-0.3,-0.6,0.2,0,0,-30,13,107,-35,0.3,-3
CCSCCNC(=O)c1cc(-n2cnnc2)ccc1Cl,-9.6,2.3,2.9,-20,2,314,-5,93,.,-0.8,4
Cc1cc(C(=O)COC(=O)c2ccc(O)cc2O)c(C)n1-c1ccc(OC(F)F)cc1,4.6,.,.,50,-4,.,1,92,20,7.9,-50
CCOCCCN1C(=O)CN(C2CCCCC2)C(=O)C1c1ccc(OC)c(OC)c1 (stereo unspecified),2.2,0.4,1.4,-2,-6,-11,9,103,8,-1.6,8
CC1(C)NC(=O)N(CC(=O)OCC(=O)Nc2cc(S(=O)(=O)N3CCCCC3)ccc2Cl)C1=O,0.9,-0.2,2.1,-19,6,-11,3,102,-5,-1.3,9
Nc1cc(=O)[nH]c(SCC(=O)N2N=C(c3ccc4ccccc4c3)CC2c2ccccc2)n1 (stereo unspecified),0.0,-2.1,0.1,-5,-5,107,-13,85,7,0.7,-4
COc1ccc(-c2csc(NC3=NCCCCC3)n2)cc1,3.2,-1.0,4.3,4,8,7,5,104,32,-2.9,15
COc1ccc(C(=O)n2ncc(C#N)c2N)cc1,1.4,.,.,42,7,.,-2,102,16,-2.6,13
CC(=O)Nc1ccc(S(=O)(=O)Nc2nnc(C3CCCCC3)s2)cc1,0.4,-3.5,-0.8,5,9,24,-14,107,-11,-2.2,13
Cc1nc(-c2ccc(Cl)cc2)sc1C1(C)CC(c2ccc(OC(F)(F)F)cc2)=NO1 (stereo unspecified),1.4,0.7,3.4,0,-9,-1,-4,103,17,-0.6,3
CC(C)CC(=O)Nc1ccccc1N1CCCC1,2.8,0.2,4.2,5,-4,-16,4,.,19,-2.0,10
COc1ccc(CN(C)C(=O)c2ccc(NS(=O)(=O)c3ccc4[nH]c(=O)[nH]c4c3)cc2)c(OC)c1,-0.4,2.1,3.1,-2,3,11,1,109,33,0.3,-1
CCN(CC)CCCC(C)NC1=NCCCCC1 (stereo unspecified),2.4,-1.1,-1.1,-5,-1,-1,-6,108,-5,0.1,0
Cc1cc(NC(=O)c2ccc3c(c2)OCCO3)ccc1NC(=O)c1ccco1,5.2,1.1,3.2,15,-6,0,.,.,37,.,.

# (next part)
SMILES,phage Ecoli inh,Ecoli viability,AddAB inh,Arrestin-AP2 inh,Tat transport,Mot1-301 SUMO,PKA-R1A activ,DSG3 Ab inh,PfHsp90 set2,OPRM1-OPRD1 ag,MOR-DOR inv ag
CCOC(=O)C1CCCN(c2c(NCCN3CCCCC3CC)c(=O)c2=O)C1 (stereo unspecified),1.0,-1.7,0.2,3,-2,-17,-8,96,-8,-3.7,19
O=C(Nc1ccccc1)c1ccc(NC(=O)c2cccs2)cc1,1.4,0.7,4.9,10,-4,-9,9,89,8,-1.3,7
Cc1ccc(C(=O)OCc2cn3ccccc3n2)cc1,6.0,2.7,4.9,16,-1,10,4,94,-9,-2.6,13
O=C(NCC1CCOCC1)C1CCC(=O)N(Cc2cccc(C(F)(F)F)c2)C1 (stereo unspecified),0.4,0.9,0.8,-3,-6,-6,-3,101,15,-3.7,20
CCN(c1ccccc1)S(=O)(=O)c1cccc(C(=O)NCC(c2cccs2)N2CCOCC2)c1 (stereo unspecified),-0.5,1.9,-0.7,8,-1,257,-6,107,.,0.5,-3
COc1ccc(/C=C/C(=O)Oc2ccc(/C=N/NC(=O)c3ccccc3)cc2)cc1OC,0.1,-2.6,-1.9,3,-4,93,8,114,-6,1.8,-10
O=C(Nc1cccnc1)c1ccc2ccccc2c1O,2.6,-2.0,-1.0,17,16,-3,1,93,23,-0.3,2
Cn1c(N)c(C(=O)COC(=O)CCCN2C(=O)c3ccccc3C2=O)c(=O)n(C)c1=O,0.1,0.6,1.7,22,?,-11,-16,111,.,-1.3,7
CC(=O)Nc1cccc(Oc2ccc(-c3noc(C)n3)cc2)c1,3.8,-0.1,2.9,1,13,-1,-7,.,1,-1.3,8
COc1ccc(OC)c(CNC(=O)C2CCCN(S(=O)(=O)N3CC(C)CC(C)C3)C2)c1 (stereo unspecified),1.3,2.2,3.2,45,8,-3,-1,102,10,-3.1,16
O=c1c2ccccc2nc(SCc2nc3ccccc3s2)n1Cc1ccco1,-1.7,-0.3,1.4,-3,-6,-2,0,90,5,4.3,-24

# Source: PubChem BioAssay (several laboratories)
